BL2 CD40 inh: CD40 pathway inhibition in BL2 cells; inhibition, % at 10 µM; 0.94% of 83,000 active; BL2 NF-kB luciferase reporter, CD40L-induced, 4 h;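 active means mean inhibition of at least 50% with a set share of replicates also reaching that level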;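 further: 0% = neutral control wells and 100% = IKK inhibitor VII at 50 µM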
Starred values were filed as active, the others as inactive; [ ] = remark or other dose. A portion of the library; rates above refer to the full screens.

SMILES | BL2 CD40 inh
C[C@H]1CN([C@@H](C)CO)C(=O)c2ccccc2-c2ccccc2CO[C@@H]1CN(C)S(=O)(=O)c1ccsc1 | 0
N#C[C@@H]1[C@H](c2ccc(C#CC3CCCCC3)cc2)[C@@H](CO)N1C(=O)Cc1ccccn1 | 24
O=C(COC(=O)/C=C/c1cccc(Cl)c1)Nc1ccc2[nH]c(=O)[nH]c2c1 | -7
C=C(C)C[C@H]1CCn2cc(nn2)COCCNC1=O | 4[25 µM]
OC(c1ccccc1)c1nc(-c2csc3ccccc23)cs1 (stereo unspecified) | -45
CC(C)CCn1c(=O)c2ccccc2n2c(CN(C)Cc3ccccc3)nnc12 | 2
COc1ccc2c3c([nH]c2c1)[C@@H](CO)N(C(C)=O)CC31CCN(S(=O)(=O)c2ccccc2)CC1 | 6[25 µM]
Cc1ccc(NC(=O)C(=O)NCC2CCCN2S(=O)(=O)c2cccs2)c(C)c1 (stereo unspecified) | 5
CN(C)c1ccc(C(CNS(=O)(=O)c2ccc([N+](=O)[O-])cc2)N2CCOCC2)cc1 (stereo unspecified) | 9
CN1CCN(c2oc(-c3cccs3)nc2S(=O)(=O)c2ccccc2)CC1 | 10
CC(=O)Nc1ccc(C2=NN(C)C(=NCc3ccccc3)SC2)cc1 | -20
COc1cccc(C(=O)N2CCN(C3CCC(c4ccccc4)CC3)CC2)c1 (stereo unspecified) | 4
COc1ccc(-c2cccc(NC(=O)c3cccs3)c2)nn1 | 17
Cc1nn(-c2ccc(F)cc2)c(C)c1CN1CCN(Cc2ccccc2)C(CCO)C1 (stereo unspecified) | -4
Cc1ccc(N2CC(C(=O)N(C)CC(=O)Nc3ccc(Cl)c(C(F)(F)F)c3)CC2=O)cc1 (stereo unspecified) | 9
Cc1nn(C(C)(C)C)c(OC(=O)c2ccc3c(c2)OCO3)c1Sc1ccccc1 | 16
Cc1ccc2nc(NC(=O)CCNS(=O)(=O)c3cccs3)sc2c1 | -55
Cc1ccc(C(CNS(=O)(=O)c2ccc(Br)cc2)N2CCN(C)CC2)cc1 (stereo unspecified) | -7
Cn1c(N)c(C(=O)COC(=O)c2ccc3ccccc3c2)c(=O)n(C)c1=O | 2
COc1cccc(CN(C)C(=O)c2cccc(S(=O)(=O)NCc3ccccc3)c2)c1OC | 3
O=C(C[C@@H]1C=C[C@H](NC(=O)Nc2ccc3c(c2)OCO3)[C@H](CO)O1)NCCCN1CCOCC1 | 0[25 µM]
O=C(CN1CCN(S(=O)(=O)c2ccccc2)CC1)Nc1ccc2c(c1)OCO2 | 4
O=C(c1cccc(S(=O)(=O)N2CCOCC2)c1)N(Cc1ccco1)Cc1cccs1 | 1
O=C(Cn1c(-c2cscn2)nc2ccccc21)Nc1ccccc1F | 2
O=C(c1ccccn1)N1CCN(c2cccc(C(F)(F)F)c2)CC1 | 4
C=CCOCCN(CCOCC=C)C1=NS(=O)(=O)c2ccccc21 | 16
O=C(Nc1nonc1-c1ccc(F)cc1)c1ccco1 | 3
CCOC(=O)c1cnc2ncnn2c1N | 0
Fc1cccc(CN2[C@@H]3CNC[C@H]2C3c2ccc(-c3ccccc3)cc2)c1 (stereo partly specified) | 0
CCCOc1ccc(CCC(=O)O)cc1 | 18
COc1ccc(NC(=O)c2ccc(S(=O)(=O)N3CCCC3)cc2)cc1OC | 0
CCOc1ccc(NC(=O)COC(=O)c2ccc(S(=O)(=O)N3CCOCC3)cc2)cc1 | -7
O=C(Nc1cc(S(=O)(=O)N2CCOCC2)ccc1N1CCCC1)C1CC1 | 6
O=C(O)c1ccc(-n2cc(C(=O)c3ccccc3O)cn2)cc1 | -11
O=C(O)/C(=C/c1ccc(Cl)c([N+](=O)[O-])c1)c1ccc(S(=O)(=O)N2CCCCC2)s1 | 10
O=C(NCC1CCCO1)c1ccc(S(=O)(=O)Nc2ccc(F)cc2)cc1 (stereo unspecified) | 7
COc1cc(CNCc2ccco2)ccc1OCc1ccccc1 | -20
CCS(=O)(=O)NCC[C@@H]1CC[C@@H](NC(=O)Nc2cc(Cl)cc(Cl)c2)[C@@H](CO)O1 | -8[25 µM]
Cc1cccc(C(=O)OCC(=O)N2CCCCCC2)c1C | -62
O=C(c1ccccn1)N1[C@@H](CO)[C@@H](c2ccccc2)C12CN(Cc1ccccc1F)C2 | 3[25 µM]

4 entries from above, with values ahead of the structure.
BL2 CD40 inh	Molecule
-20	CC(=O)Nc1ccc(C2=NN(C)C(=NCc3ccccc3)SC2)cc1
9	Cc1ccc(N2CC(C(=O)N(C)CC(=O)Nc3ccc(Cl)c(C(F)(F)F)c3)CC2=O)cc1 (stereo unspecified)
3[25 µM]	O=C(c1ccccn1)N1[C@@H](CO)[C@@H](c2ccccc2)C12CN(Cc1ccccc1F)C2
0	C[C@H]1CN([C@@H](C)CO)C(=O)c2ccccc2-c2ccccc2CO[C@@H]1CN(C)S(=O)(=O)c1ccsc1

More entries follow:
SMILES | BL2 CD40 inh
CCOC(=O)C1(Cc2ccccc2C(F)(F)F)CCN(C2CCSC2)CC1 (stereo unspecified) | 15
CCCSc1nsc(NC(=O)c2cccnc2OCC)n1 | -9
Cc1cnc(C(=O)OCC(=O)N(Cc2ccccc2)C(C)(C)C)cn1 | 13
CCCNC(=O)C[C@@H]1CC[C@H]2[C@@H](COC[C@@H](O)CN2C(=O)c2ccc(F)cc2)O1 | 4[25 µM]
CCc1nnc(NC(=O)C(NS(=O)(=O)c2ccccc2)C(C)C)s1 (stereo unspecified) | -3
Cc1c(C(=O)O)sc2c1c(=O)n(Cc1ccccc1)c(=O)n2C | 3
Cc1cccc(NC(=O)c2cccc3c2C(=O)c2ccccc2-3)c1 | -4
CCOC(=O)c1c[nH]n2c(=O)cc(C)nc12 | 12
O=C([C@H]1[C@H](CO)[C@H]2Cn3c(cccc3=O)[C@@H]1N2S(=O)(=O)c1ccccc1F)N1CCCCC1 | -10[25 µM]
Cc1ccccc1OCC(=O)Nc1ccc(C)c(S(=O)(=O)N2CCCCCC2)c1 | 13
COc1ccc(CCC(=O)N(C)CC(=O)Nc2cc(C)ccc2C)cc1 | -7
Cc1ccccc1NC(=O)COC(=O)c1ccc2c(c1)OCCO2 | -36
CSc1ccc(S(=O)(=O)NCC(=O)OCC(=O)NCc2ccco2)cc1[N+](=O)[O-] | 13
O=C(NC1=NCCS1)c1cccs1 | -6
CN(C)C(=O)c1ccc(-c2ccc(C3[C@@H]4CN(C(=O)Nc5ccc(Cl)cc5)C[C@H]3N4)cc2)cc1 (stereo partly specified) | 5[25 µM]
Cc1ccc(S(=O)(=O)N(CCO)c2cc3c(s2)CCCC3)cc1 | 12
COc1ccc(S(=O)(=O)Nc2ccc3c(c2)CC(=O)N([C@@H](C)CO)C[C@@H](C)[C@@H](CN(C)C(=O)Nc2c(C)noc2C)O3)cc1 | 4[25 µM]
COc1cccc(NC(=O)N2CC(=O)N3[C@H](CO)[C@@H](c4ccc(C#CCC5CCCC5)cc4)[C@H]3C2)c1 | 64*[25 µM]
CCc1ccc(CN(C)C(=O)C2=CC=CN3CCS(=O)(=O)N=C23)cc1 | 11
COc1ccc(NC(=O)Nc2cccc3c2O[C@@H](CN(C)C(=O)NC2CCCCC2)[C@@H](C)CN([C@@H](C)CO)C3=O)cc1 | -25[25 µM]

A few values from the entries so far.
Entry of CCOC(=O)c1c[nH]n2c(=O)cc(C)nc12 in BL2 CD40 inh: 12
Entry of Cc1ccc(S(=O)(=O)N(CCO)c2cc3c(s2)CCCC3)cc1 in BL2 CD40 inh: 12

Four entries from above, with each value named:
> CCCNC(=O)C[C@@H]1CC[C@H]2[C@@H](COC[C@@H](O)CN2C(=O)c2ccc(F)cc2)O1
  BL2 CD40 inh: 4[25 µM]

> Cc1cccc(NC(=O)c2cccc3c2C(=O)c2ccccc2-3)c1
  BL2 CD40 inh: -4

> CCOC(=O)c1c[nH]n2c(=O)cc(C)nc12
  BL2 CD40 inh: 12

> Cc1cnc(C(=O)OCC(=O)N(Cc2ccccc2)C(C)(C)C)cn1
  BL2 CD40 inh: 13

Additional records
SMILES | BL2 CD40 inh
Cc1ccccc1S(=O)(=O)N1CCCCN2[C@H](CO)[C@H](c3ccc(-c4cccc(F)c4)cc3)[C@@H]2C1 | 17[25 µM]
CN1CCN(C(=O)C[C@H]2C[C@H]3c4cc(NC(=O)C5CCC5)ccc4O[C@H]3[C@H](CO)O2)CC1 | -4[25 µM]
CN1C(=O)c2cc(NC(=O)C3CCC3)ccc2OC[C@@H]2O[C@@H](CC(=O)NCC3CCCCC3)CC[C@@H]21 | 4
COCCN(C(=O)COC(=O)c1cc2c(s1)CCCC2)c1c(N)n(Cc2ccccc2)c(=O)[nH]c1=O | 0
C[C@@H]1CN([C@@H](C)CO)C(=O)c2cc(NS(=O)(=O)c3ccc(Cl)cc3)ccc2O[C@@H](C)CCCCO[C@H]1CN(C)C(=O)CCCN(C)C | 11[25 µM]
O=C(COc1ccc(-n2cnnn2)cc1)Nc1ccc(F)c(F)c1 | -3
CNC(=O)Nc1cc(C)nn1C | 6
CC1CCN(C(=O)c2ccc(NC(=O)CC3SC(N4CCCC4)=NC3=O)cc2)CC1 (stereo unspecified) | 5
COCCNC(=O)COc1ccc(OCCNC[C@@H](O)COc2ccccc2)cc1 | -1[25 µM]
C[C@@H]1CN([C@H](C)CO)C(=O)c2cc(NC(=O)Nc3cccc4ccccc34)ccc2O[C@@H](C)CCCCO[C@@H]1CN(C)S(=O)(=O)c1cn(C)cn1 | 2[25 µM]
O=C(COc1ccccc1)NCC(c1cccs1)N1CCOCC1 (stereo unspecified) | 10
COc1ccc(NC(=O)C23CC4CC(C2)CC(c2ccccc2)(C4)C3)c(OC)c1 | 1
COCC(=O)N1[C@@H](CO)[C@H](c2ccccc2)[C@@H]1CN(C)C(=O)c1ccncc1 | 6
CCN(CC)C(=O)Nc1ccccc1C | -54
COc1cccc(N2CC(=O)N(c3cccc(OC)c3)CC2=O)c1 | 9
Cc1ccc(S(=O)(=O)Nc2cccc3c2O[C@@H](CN(C)C(=O)Nc2ccc(C(F)(F)F)cc2)[C@H](C)CN([C@@H](C)CO)C3=O)cc1 | 8[25 µM]
COc1ccc(CNC(=O)C(=O)NCCC2CCCCN2S(=O)(=O)c2cccs2)cc1 (stereo unspecified) | -3
O=C(NC1CCCCC1)c1ccc2ccccc2c1O | -77
Cc1nn(Cc2c(F)cccc2Cl)c(C)c1NC(=O)C1CC1 | -48
C/C(=N\Nc1ccc(F)cc1F)c1ccc(N2CCOCC2)cc1 | 2

The list goes on; the last 2 above are carried over.
SMILES | BL2 CD40 inh
Cc1nn(Cc2c(F)cccc2Cl)c(C)c1NC(=O)C1CC1 | -48
C/C(=N\Nc1ccc(F)cc1F)c1ccc(N2CCOCC2)cc1 | 2
Cc1cccc(-n2cccc2)c1C#N | 6
C[C@H]1CN(C)C(=O)c2cc(N)ccc2O[C@H]1CN(C)C(=O)OC(C)(C)C | 7
Cc1ccc(S(=O)(=O)N(C)C[C@H]2OCCCC[C@@H](C)Oc3ccc(NS(=O)(=O)c4ccc(F)cc4)cc3C(=O)N([C@@H](C)CO)C[C@H]2C)cc1 | 15
COc1ccc2c3c(n(C)c2c1)[C@H](CO)N(CC1CC1)CC31CN(Cc2ccc(F)cc2)C1 | 2[25 µM]
COc1cc(OC)cc(C(=O)Nc2ccccc2S(=O)(=O)N2CCCC2OC(C)=O)c1 (stereo unspecified) | -6
Cn1c(CC(=O)NNC(=O)c2ccc(Cl)nc2)nc2ccccc21 | 5
CCn1cnc2sc(C)c(C)c2c1=O | 10
CCCC(=O)Nc1ncnc2c1ncn2[C@@H]1O[C@@H]2COP(=O)(O)O[C@H]2[C@H]1OC(=O)CCC | 10
COc1ccc(C(=O)NCCS(=O)(=O)N2CCOCC2)cc1 | 18
CN(C)Cc1c(O)ccc2ccccc12 | 1
O=C1/C(=C\c2cccnc2)SC(=S)N1c1ccc(F)cc1 | -6
CC(C)CN(C(=O)/C=C/c1nc2ccccc2s1)C1CCS(=O)(=O)C1 (stereo unspecified) | -3
CCOCc1c(C(=O)N2CCN(Cc3ccc(Br)s3)CC2)oc2ccccc12 | 2
CCN(CC)c1ccc(S(=O)(=O)N2CCOCC2)cc1NC(=O)COC(=O)/C=C/c1ccc(C)o1 | 34
CO[C@@H]1CN(C)C(=O)c2ccc(NC(=O)C3CC3)cc2OC[C@@H](C)N(Cc2cccnc2)C[C@H]1C | -7
CCCCN1C(=O)/C(=C2/Sc3ccccc3N2C)S/C1=N\c1ncn[nH]1 | -44
CC(C)OC(=O)CCc1nc2ccccc2[nH]c1=O | 6
CN(c1ccc(-c2csc(NC(=O)CCCc3nc4ccccc4c(=O)[nH]3)n2)cc1)S(C)(=O)=O | 22
N#Cc1c2c(c(NCCCN3CCOCC3)n3c1nc1ccccc13)CCC2 | -20
CN1CC(=O)N(CC(=O)Nc2ccc(N3CCOCC3)cc2)C1=O | 15
CN(CC(=O)Nc1cccc(F)c1)C(=O)CN1c2cccc3cccc(c23)S1(=O)=O | -1
CCc1nc(NCCO)c(C#N)c2c1CSC(C)(C)C2 | 2
C[C@@H]1CN([C@H](C)CO)C(=O)c2c(c3ccccc3n2C)-c2ccccc2CO[C@H]1CN(C)S(=O)(=O)c1cccs1 | -1[25 µM]
Cc1ccccc1OCC(=O)OCC(=O)c1ccc(OC(=O)c2ccccc2)cc1 | 4
COc1ccc(Cc2noc(COc3ccc(Cl)cc3)n2)cc1 | 2
COc1ccccc1S(=O)(=O)Cc1ccc(C(=O)NC2CCCCC2)o1 | 17
Cc1cccc(Cc2cccc(C)c2O)c1O | 0
COc1ccc(C2=NN(CN3C(=O)C(=O)c4ccccc43)C(c3ccc(Br)cc3)C2)cc1 (stereo unspecified) | -12
CCOC(=O)N1CCC(NC(=O)c2cc(-c3ccc(F)cc3)[nH]c2C)CC1 | 0
COc1ccc(Cl)cc1NC(=O)CN(C)CC(=O)NCc1ccc(F)cc1 | 7
COc1cccc(NC(=O)c2oc3ccc(S(=O)(=O)N4CCOCC4)cc3c2C)c1 | 0
CN(Cc1ccsc1)C(=O)CCc1nnc(Cc2c[nH]c3ccccc23)o1 | -10
COc1ccccc1C(=O)N(C)CC(=O)Nc1ccc(N2CCOCC2)cc1 | -1
CC(=O)Nc1ccc(-c2ccnc3c2CC(C)(C(=O)NCCN(C)C)O3)cc1 (stereo unspecified) | 2
O=C(Cn1nnc2ccccc21)c1ccccc1 | -48
O=C(Nc1ccccc1)N1CCCC(c2nc(-c3ccc(F)cc3)no2)C1 (stereo unspecified) | -21
